# Source: PubChem
# CF NFkB inh: cystic fibrosis NF-kB activation inhibition | inhibition, % at 5 µM | KKLEB NF-kB-GFP reporter, PAF-induced, GFP fluorescence overnight | 0.86% of 360,000 active;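 active = at least 50% inhibition at 5 µM, scaled per plate between neutral and stimulator controls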;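 note: PAF is a Pseudomonas aeruginosa culture filtrate used as stimulus; plate controls were PAF-stimulated DMSO wells for no effect and unstimulated DMSO wells for full effect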
# NCOA2 inhibitor: human SRC2 (NCOA2) inhibition | Q15596 | HEK293 GAL4-SRC2 luciferase reporter, luminescence | inhibition, % at 9 µM | 0.17% of 370,000 active;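 active = inhibition above the mean inhibition of all tested compounds plus 3 SD, set per campaign, cut at about 52% in these data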;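 note: 0% = DMSO treated cells and 100% = cells given Gossypol at 36 µM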
# NCOA1 inh: inhibits human SRC1 coactivator; Q15788; HEK293 GAL4-SRC1 luciferase reporter, luminescence; inhibition, % at 3.6 µM; 0.12% of 360,000 active; AID 588354;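 active = inhibition above the campaign mean plus 3 SD, with each screening campaign given its own cutoff, cut at about 60% in these data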;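 note: 0% = DMSO treated cells and 100% = gossypol at 36 µM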
# TROY NFkB inh: blocks TROY-dependent signaling in reporter cells | Q293 LMP1-TROYcd NF-kB luciferase reporter, 4 h | inhibition, % at 10 µM | 0.98% of 360,000 active;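 active = compounds whose plate-normalised and pattern-corrected inhibition of the luciferase reporter signal at the single screening dose is 50% or more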
# TWEAK Fn14 block: inhibitors of TWEAK-Fn14 interaction signaling; 2% of 360,000 active; TWEAK-stimulated Fn14 reporter cells, luciferase luminescence, 8 h; inhibition, % at 10 µM; in the data active = inhibition above about 50%
# EBV LMP1 NFkB: Epstein-Barr LMP1 NF-kappaB reporter inhibition | LMP1-induced NF-kappaB luciferase reporter cells, luminescence | inhibition, % at 12.5 µM | 0.69% of 350,000 active | AID 504558; in the data active = inhibition above about 41%;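 note: 0% = neutral control wells and 100% = reference inhibitor control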
# LRH-1 inv ag: NR5A2 inverse agonism in reporter assay; O00482; HEK293T StAR-luciferase reporter, LRH-1 transfected, 24 h; inhibition, % at 3.6 µM; 0.13% of 360,000 active; AID 602396;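 active = inhibition above the mean inhibition of all tested compounds plus 3 SD, cut at about 73% in these data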;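 note: 0% = DMSO wells and 100% = reporter-only cells lacking LRH-1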
# TRAIL sens C8: caspase-8 TRAIL sensitization. NB7+C8 cells + TRAIL, ATPlite viability luminescence. inhibition (viability loss, TRAIL sensitization), % at 10 µM. 1% of 360,000 active. AID 624354;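 active = compounds causing at least 50% loss of cell viability in the single-dose screen, relative to plate controls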
# KKLEB cytotox: CF airway cell cytotoxicity counter-screen | KKLEB CF airway cells viability, ATPlite luminescence, overnight; stronger effect = lower value; cells stimulated with P. aeruginosa culture filtrate | activity change (cytotoxicity), % at 5 µM | 0.36% of 360,000 active | AID 602141;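 active = corrected activity change at or below -50% at 5 µM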
# NR2F2 inh: blocks human COUP-TFII nuclear receptor; P24468; HEK293T NGFI-A luciferase reporter, luminescence; inhibition, % at 8.6 µM; 0.7% of 370,000 active; AID 686940;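 active = inhibition above a per-plate cutoff, mean inhibition of test wells between control levels plus 3 SD, cut at about 38% in these data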;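 note: cells cotransfected with COUP-TFII expression vector driving the NGFI-A reporter; 0% = median of COUP-TF2 test wells and 100% = reporter-only cells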
# NCOA3 inh: inhibits human SRC3 coactivator | Q9Y6Q9 | HEK293 GAL4-SRC3 luciferase reporter, luminescence | inhibition, % at 3.6 µM | 0.17% of 360,000 active | AID 588352;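 active = inhibition above a per-campaign cutoff, the mean of all compounds plus 3 SD, cut at about 60% in these data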;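 note: 0% = DMSO-treated cells and 100% = gossypol-treated cells at 36 µM; higher means less SRC3-driven luciferase light from the GAL4 reporter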
# Target sequence (Q9Y6Q9 whole entry, looked up, the tested form may be a part): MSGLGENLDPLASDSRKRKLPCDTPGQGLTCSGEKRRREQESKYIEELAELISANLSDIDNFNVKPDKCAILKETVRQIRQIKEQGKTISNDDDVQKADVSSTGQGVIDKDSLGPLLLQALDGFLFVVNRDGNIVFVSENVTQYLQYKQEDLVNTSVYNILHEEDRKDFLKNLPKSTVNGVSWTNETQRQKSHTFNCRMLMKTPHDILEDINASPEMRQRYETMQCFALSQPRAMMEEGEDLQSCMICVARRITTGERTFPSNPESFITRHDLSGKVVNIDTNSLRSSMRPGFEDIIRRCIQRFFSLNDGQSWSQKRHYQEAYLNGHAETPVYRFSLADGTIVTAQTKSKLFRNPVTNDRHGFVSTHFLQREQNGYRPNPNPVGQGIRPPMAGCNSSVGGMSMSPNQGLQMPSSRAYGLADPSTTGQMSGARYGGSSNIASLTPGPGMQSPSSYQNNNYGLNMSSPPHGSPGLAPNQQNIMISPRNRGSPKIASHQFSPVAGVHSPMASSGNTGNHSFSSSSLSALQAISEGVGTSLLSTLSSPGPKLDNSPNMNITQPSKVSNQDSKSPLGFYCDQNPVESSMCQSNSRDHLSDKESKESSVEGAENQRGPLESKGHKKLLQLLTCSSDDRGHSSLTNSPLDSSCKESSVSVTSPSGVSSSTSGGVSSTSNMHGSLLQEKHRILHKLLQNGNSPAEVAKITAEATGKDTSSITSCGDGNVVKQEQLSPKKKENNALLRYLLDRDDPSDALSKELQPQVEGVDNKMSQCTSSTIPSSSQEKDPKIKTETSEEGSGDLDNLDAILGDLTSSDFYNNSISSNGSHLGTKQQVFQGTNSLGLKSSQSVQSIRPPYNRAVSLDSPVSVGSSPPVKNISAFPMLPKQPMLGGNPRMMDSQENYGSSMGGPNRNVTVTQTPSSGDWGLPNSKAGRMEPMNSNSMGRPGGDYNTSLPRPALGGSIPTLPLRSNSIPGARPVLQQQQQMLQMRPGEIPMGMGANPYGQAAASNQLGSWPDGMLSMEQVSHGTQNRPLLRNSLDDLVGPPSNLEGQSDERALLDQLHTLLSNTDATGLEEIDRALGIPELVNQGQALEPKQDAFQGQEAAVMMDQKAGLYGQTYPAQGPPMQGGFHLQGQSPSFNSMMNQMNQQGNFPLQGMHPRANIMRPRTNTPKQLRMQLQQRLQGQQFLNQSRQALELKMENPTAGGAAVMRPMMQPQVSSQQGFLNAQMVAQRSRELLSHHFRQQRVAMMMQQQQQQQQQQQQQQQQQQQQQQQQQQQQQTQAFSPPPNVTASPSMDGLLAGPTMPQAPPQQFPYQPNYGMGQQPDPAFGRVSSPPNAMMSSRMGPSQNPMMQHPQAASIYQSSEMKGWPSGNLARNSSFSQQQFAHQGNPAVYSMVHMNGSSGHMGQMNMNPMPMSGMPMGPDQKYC
# The depositor's hits bear a star; . = no result given. The order is random; about 4.2% have a hit in one of these screens.
nr | SMILES | CF NFkB inh | NCOA2 inhibitor | NCOA1 inh | TROY NFkB inh | TWEAK Fn14 block | EBV LMP1 NFkB
1 | O=C(c1ccc(F)cc1)N1CCN(C(=O)c2cccnc2)CC1 | -1.1 | -4.5 | -15.3 | 2.7 | 1.4 | 2.6
2 | O=S(=O)(NCCOc1ccccc1F)c1ccc(Cl)cc1F | 6.6 | 14.8 | 2.7 | -14.7 | -7.0 | 1.4
3 | CC(=O)NC(=S)NNC(=O)COc1ccc([N+](=O)[O-])cc1 | -7.4 | 3.2 | -1.2 | -6.4 | -13.6 | -1.8
4 | N#CCN1C(=O)C(=O)N(Cc2cccc(C(F)(F)F)c2)C1=O | -7.6 | -1.9 | -1.3 | 1.7 | 10.8 | 4.3
5 | O=C(c1ccc(F)cc1)N1CCC(O)(c2cccnc2)CC1 | -10.6 | -4.4 | -1.3 | 9.6 | -10.4 | -6.3
6 | Cc1nc2ccccc2nc(=O)c1NNc1ccccc1 | -26.1 | -71.6 | -40.9 | -31.6 | -42.5 | -26.0
7 | O=c1[nH]cnc2c1ncn2-c1ccc(N(CCO)CCO)cc1 | 6.8 | -1.7 | -20.5 | 9.5 | -8.6 | -15.5
8 | CC(C)CN(CC(C)C)S(=O)(=O)N1CCC(C(=O)NCc2ccco2)CC1 | 4.9 | 2.4 | 14.0 | -15.3 | 8.4 | 4.1

nr | LRH-1 inv ag | TRAIL sens C8 | KKLEB cytotox | NR2F2 inh | NCOA3 inh
1 | -1.7 | -7.1 | 0.5 | 0.8 | -7.8
2 | -4.3 | -2.9 | 4.8 | -2.8 | -7.1
3 | 13.9 | 2.2 | 2.2 | -7.2 | 9.1
4 | -3.8 | -6.8 | -4.6 | 5.3 | 26.3
5 | 0.5 | -3.9 | -0.4 | -4.1 | -12.1
6 | -88.2 | -1.5 | 29.3 | -17.1 | -63.4
7 | 9.1 | -7.2 | 15.4 | 0.0 | 11.5
8 | -15.6 | 3.4 | 4.3 | 14.2 | 6.8

# Other structures
nr | SMILES | CF NFkB inh | NCOA2 inhibitor | NCOA1 inh | TROY NFkB inh | TWEAK Fn14 block | EBV LMP1 NFkB
9 | CC(C#N)Sc1ccc(S(=O)(=O)N2CCCC2)cn1 (stereo not drawn) | 5.1 | -4.4 | 0.4 | -7.2 | 13.5 | -1.2
10 | C=C(C)c1cccc(C(C)(C)NC(=O)N2CCN(CC(N)=O)CC2)c1 | 8.2 | -2.1 | 1.0 | -1.5 | 2.8 | -0.6
11 | Cc1ccc(OCCn2cccn2)c(C)c1 | -2.1 | -13.0 | 4.3 | -15.8 | -1.2 | -2.6
12 | Cc1nn(-c2ccc(F)cc2)c(Cl)c1/C=C(/CC(=O)O)c1nc2ccccc2s1 | 0.2 | -16.1 | -16.5 | 5.3 | 17.2 | -11.7
13 | COc1ccccc1NC(=O)CN(c1ccccc1C)S(C)(=O)=O | 0.1 | 8.2 | 17.0 | -8.4 | 3.2 | 1.0
14 | CSc1ccc(C2CC(=O)Nc3nc(SC)[nH]c(=O)c32)cc1 (stereo not drawn) | 6.3 | 5.8 | -10.9 | -1.2 | -18.7 | -4.3
15 | O=C(NCc1ccccc1)c1cc(C2COCCN2C(=O)c2ccccc2)on1 (stereo not drawn) | -3.5 | -1.9 | 1.8 | -6.9 | 12.4 | .
16 | COc1ccc(CSCC(=O)Nc2ccc(S(=O)(=O)N3CCCCCC3)cc2)cc1 | -34.7 | -1.2 | -40.2 | -9.1 | 11.4 | -1.8
17 | C[C@@H](c1ccccc1)N1C[C@H](COCc2ccccc2)Oc2cc(N3CC[C@H](O)C3)ccc2S1(=O)=O | . | -1.6 | . | 13.2 | -0.2 | .

nr | LRH-1 inv ag | TRAIL sens C8 | KKLEB cytotox | NR2F2 inh | NCOA3 inh
9 | -4.2 | -5.8 | -5.2 | -2.6 | 7.5
10 | 7.4 | 4.8 | 3.6 | -0.4 | -3.5
11 | 14.5 | -7.9 | 8.3 | 2.0 | 13.5
12 | -38.0 | 11.8 | 7.3 | 3.5 | -17.7
13 | 20.3 | -5.6 | 0.4 | 4.8 | 9.1
14 | -4.0 | -1.9 | 2.9 | -1.4 | 3.0
15 | -22.4 | -28.5 | -1.1 | 3.6 | 7.7
16 | 12.3 | 2.0 | -0.2 | 9.3 | 8.4
17 | 10.9 | 2.8 | . | -9.9 | .

# Ordered by length of the SMILES (high to low): part of the list above.
nr | SMILES | CF NFkB inh | NCOA2 inhibitor | NCOA1 inh | TROY NFkB inh | TWEAK Fn14 block | EBV LMP1 NFkB
17 | C[C@@H](c1ccccc1)N1C[C@H](COCc2ccccc2)Oc2cc(N3CC[C@H](O)C3)ccc2S1(=O)=O | . | -1.6 | . | 13.2 | -0.2 | .
12 | Cc1nn(-c2ccc(F)cc2)c(Cl)c1/C=C(/CC(=O)O)c1nc2ccccc2s1 | 0.2 | -16.1 | -16.5 | 5.3 | 17.2 | -11.7
16 | COc1ccc(CSCC(=O)Nc2ccc(S(=O)(=O)N3CCCCCC3)cc2)cc1 | -34.7 | -1.2 | -40.2 | -9.1 | 11.4 | -1.8
8 | CC(C)CN(CC(C)C)S(=O)(=O)N1CCC(C(=O)NCc2ccco2)CC1 | 4.9 | 2.4 | 14.0 | -15.3 | 8.4 | 4.1
10 | C=C(C)c1cccc(C(C)(C)NC(=O)N2CCN(CC(N)=O)CC2)c1 | 8.2 | -2.1 | 1.0 | -1.5 | 2.8 | -0.6
14 | CSc1ccc(C2CC(=O)Nc3nc(SC)[nH]c(=O)c32)cc1 (stereo not drawn) | 6.3 | 5.8 | -10.9 | -1.2 | -18.7 | -4.3
13 | COc1ccccc1NC(=O)CN(c1ccccc1C)S(C)(=O)=O | 0.1 | 8.2 | 17.0 | -8.4 | 3.2 | 1.0
7 | O=c1[nH]cnc2c1ncn2-c1ccc(N(CCO)CCO)cc1 | 6.8 | -1.7 | -20.5 | 9.5 | -8.6 | -15.5
11 | Cc1ccc(OCCn2cccn2)c(C)c1 | -2.1 | -13.0 | 4.3 | -15.8 | -1.2 | -2.6

nr | LRH-1 inv ag | TRAIL sens C8 | KKLEB cytotox | NR2F2 inh | NCOA3 inh
17 | 10.9 | 2.8 | . | -9.9 | .
12 | -38.0 | 11.8 | 7.3 | 3.5 | -17.7
16 | 12.3 | 2.0 | -0.2 | 9.3 | 8.4
8 | -15.6 | 3.4 | 4.3 | 14.2 | 6.8
10 | 7.4 | 4.8 | 3.6 | -0.4 | -3.5
14 | -4.0 | -1.9 | 2.9 | -1.4 | 3.0
13 | 20.3 | -5.6 | 0.4 | 4.8 | 9.1
7 | 9.1 | -7.2 | 15.4 | 0.0 | 11.5
11 | 14.5 | -7.9 | 8.3 | 2.0 | 13.5
